Screens deposited in PubChem BioAssay by National Center for Advancing Translational Sciences (NCATS).
G9a block: blocks human histone lysine methyltransferase G9a. Q96KQ7. G9a H3K9 monomethylation, AlphaScreen, 2 h. Potency, µM (highest dose often 102 µM), for the others: at the top dose activity, negative = inhibition, hits mostly inhibitors. 8.8% of 350,000 active. AID 504332; further: potency means the concentration at half of the fitted maximal effect; on the % scale 0 is the no-effect control and ±100 the full control effect; nearly all actives have a fitted effect of over 75% in size
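Step 1: enzyme (final 20 nM) with compound, 15 min RT. Step 2: substrate peptide 500 nM and SAM 20 uM, 2 h RT. Step 3: anti-H3K9me1 antibody and AlphaScreen beads, 10 min, then plate read.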
PI4K2A inh: inhibitors of human PI4K2A; Q9BTU6; purified PI4K2A, ADP-Glo luminescence, 1 h; hits give low values; activity change, negative = inhibition, % at 76.9 µM; 0.13% of 420,000 active; in the data active means activity change below about -50%; inconclusive means mostly about -30% to -49%;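 further: -100% = wells without enzyme as full effect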
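ADP-Glo luminescence measured ADP generated by PI4K2A enzyme (4 ug/mL before mixing) with 1.2 mM PI substrate (pre-mix) and 300 microM ATP (pre-mix). Tris pH7.5 buffer with MgCl2, Triton X-100; 1 h reaction at ambient temperature.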
HP1b binding inh: blocks HP1-beta chromodomain binding to methylated histone tails. AlphaScreen HP1-beta / biotin-H3K9me3 peptide binding. Potency, µM (series often up to 114 µM), inactives show at the top dose activity change, negative = inhibition, hits mostly inhibitors. 0.56% of 390,000 active. AID 540317; further: potency means the concentration at half of the fitted maximal effect; nearly all actives have a fitted effect of over 70% in size; inactives centre near 23
Target sequence (P83916 whole entry, looked up): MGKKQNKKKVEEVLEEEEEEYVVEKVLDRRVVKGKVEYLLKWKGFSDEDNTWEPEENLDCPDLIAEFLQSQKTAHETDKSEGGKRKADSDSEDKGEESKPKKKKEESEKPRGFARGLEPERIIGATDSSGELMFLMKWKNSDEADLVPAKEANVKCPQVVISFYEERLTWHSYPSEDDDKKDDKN
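AlphaScreen: HP1-beta (50 nM) preformed 30 min with biotin-H3(1-18)K9me3 peptide (50 nM) in PBS pH 7.4, 0.01% Tween-20. Compound added for 30 min at RT, then streptavidin donor/nickel chelate acceptor beads (10 ug/mL) for 30 min.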
JMJD2A Tudor: inhibitors of human JMJD2A Tudor domain; O75164; AlphaScreen JMJD2A-Tudor / H3K4me3 peptide binding; Potency, µM (doses to about 114 µM), inactives show at the top dose activity change, negative = inhibition, usual class: inhibitors; 4.4% of 390,000 active; AID 504339; further: potency means the concentration at half of the fitted maximal effect; on the % scale 0 is the no-effect control and ±100 the full control effect; nearly all actives have a fitted effect of over 50% in size
BAZ2B inh: BAZ2B (human) inhibition; AlphaScreen BAZ2B-H3K14Ac peptide displacement; Q9UIF8; Potency, µM (doses to about 114 µM), inactives show at the highest dose activity change, negative = inhibition, usual class: inhibitors; 4.4% of 360,000 active; further: potency means the concentration at half of the fitted maximal effect; on the % scale 0 is the no-effect control and ±100 the full control effect; nearly all actives have a fitted effect of over 60% in size
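Multi-concentration screen (max 110 uM) measuring displacement of acetylated histone H3 peptide from BAZ2B by AlphaScreen, using 50 nM protein, 50 nM peptide and 10 ug/mL streptavidin donor plus Ni-chelate acceptor beads.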
GLS inh: inhibitors of human glutaminase (GLS). Potency, µM (series often up to 45.5 µM), without a hit: at the highest dose activity change, negative = inhibition, usual class: inhibitors. O94925. GLS enzymatic activity, qHTS titration. 0.21% of 410,000 active; further: potency means the concentration at half of the fitted maximal effect; on the % scale 0 is the no-effect control and ±100 the full control effect
Target sequence (O94925 whole entry, looked up): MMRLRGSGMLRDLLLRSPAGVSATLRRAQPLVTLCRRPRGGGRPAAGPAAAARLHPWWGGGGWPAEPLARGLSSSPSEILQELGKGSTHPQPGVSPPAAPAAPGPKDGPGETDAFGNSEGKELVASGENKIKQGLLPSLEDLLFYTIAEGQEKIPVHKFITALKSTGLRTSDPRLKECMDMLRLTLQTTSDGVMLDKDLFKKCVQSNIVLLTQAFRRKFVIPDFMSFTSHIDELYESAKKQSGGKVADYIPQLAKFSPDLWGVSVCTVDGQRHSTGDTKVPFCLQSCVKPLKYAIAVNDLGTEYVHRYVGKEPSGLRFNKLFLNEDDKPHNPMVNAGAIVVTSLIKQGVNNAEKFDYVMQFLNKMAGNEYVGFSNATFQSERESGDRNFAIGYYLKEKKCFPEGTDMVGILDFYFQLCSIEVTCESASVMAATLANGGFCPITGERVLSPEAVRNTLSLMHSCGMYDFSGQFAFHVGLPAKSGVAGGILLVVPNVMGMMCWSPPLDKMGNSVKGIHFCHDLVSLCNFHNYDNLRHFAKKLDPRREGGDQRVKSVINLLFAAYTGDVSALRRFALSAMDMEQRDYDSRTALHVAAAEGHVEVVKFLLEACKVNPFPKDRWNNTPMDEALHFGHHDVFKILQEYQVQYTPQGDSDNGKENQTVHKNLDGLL
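Human kidney-isoform GLS in 45 mM KH2PO4 pH 8.2, 0.02% Tween-20, with compound, started with 1mM L-Glutamine (added stock). Glutamate oxidase/HRP/Amplex red coupled fluorescence read at start and after 30 min at RT.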
ALOX12 inh: blocks human arachidonate 12S-lipoxygenase | 1.1% of 580,000 active | P18054 | Potency, µM (top dose mostly 108 µM), without a hit: top-dose activity change, negative = inhibition, usual class: inhibitors | purified 12hLO, xylenol orange hydroperoxide absorbance | AID 1671190; further: potency means the concentration at half of the fitted maximal effect; on the % scale 0 is the no-effect control and ±100 the full control effect
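Purified human 12hLO at 150 nM in 25 mM Hepes, 0.01% Triton X-100, pH 7.0, preincubated 15 min at room temperature with compound. Reaction started with 40 uM arachidonic acid, 30 min at room temperature. Hydroperoxide measured by Fe-xylenol orange, 573/405 nm absorbance ratio.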
RGS4 inh: human RGS4 inhibition. AID 504845. Potency, µM (series often up to 114 µM), for the others: top-dose activity change, negative = inhibition, hits mostly inhibitors. 0.039% of 390,000 active. Transcreener GDP fluorescence polarization, RGS4-accelerated GTP hydrolysis. P49798; further: potency means the concentration at half of the fitted maximal effect; on the % scale 0 is the no-effect control and ±100 the full control effect; nearly all actives have a fitted effect of over 75% in size; some results filed as inactive show a strong effect at the top dose
Target sequence (P49798 whole entry, looked up): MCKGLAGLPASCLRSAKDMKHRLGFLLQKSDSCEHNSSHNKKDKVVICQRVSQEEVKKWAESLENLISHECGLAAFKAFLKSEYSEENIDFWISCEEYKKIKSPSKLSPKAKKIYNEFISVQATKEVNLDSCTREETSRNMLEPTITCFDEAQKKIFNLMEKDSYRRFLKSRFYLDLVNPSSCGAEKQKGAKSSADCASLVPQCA
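MLSMR compounds (23 nl, pin-transferred) preincubated 10 min at room temperature with a 500nM (2x) first reagent, then RGS4 at 900nM (2x) plus Transcreener GDP mix added; fluorescence polarization (620/688 nm) read before and after 90 min at 30 °C.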
ERG Ets-DNA blk: ERG Ets/DNA interaction inhibition; fluorescence polarization, His-ERG Ets domain / labelled DNA; Potency, µM (doses to about 76.9 µM), without a hit: top-dose FP activity, negative = inhibition, actives largely listed as inhibitors; 0.028% of 370,000 active; AID 624246; active means well fitted inhibition curve with a large enough effect in the polarisation, with a control signal flat; inconclusive means small, poorly fitted or top-dose-only effect, or effect the other way, or a change in a side signal; inactive means no such curve, though single readings can be large or run the other way; the % refers to the polarisation;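 further: polarization taken with two DNA probes labelled with fluorescein and Texas red; potency means the concentration at half of the fitted maximal effect; % of control where 0% means no effect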
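His-tagged ERG Ets domain (1 uM in the protein solution; 300mM KCl, 50mM Tris-HCl, 1mM EDTA, 1mM DTT, pH 7.5) received compound, then a probe mix of 5 nM fluorescein-DNA and 100nM Texas-615-DNA. Fluorescence polarization was read for both dyes.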
* = called active by the depositor; u = inconclusive; x = no result given; & = joins results of further samples; [ ] = dose if it differs, or a comment. Unless noted, the call rests on the fitted dose curve; in most records, active means well fitted curve in the direction sought with a large enough effect; inconclusive means small, poorly fitted or top-dose-only effect, or another doubt; inactive means no such curve, though single readings can be large; an effect the other way counts as inactive or inconclusive.

ERG Ets-DNA blk	G9a block	JMJD2A Tudor	ALOX12 inh	HP1b binding inh	BAZ2B inh	GLS inh	PI4K2A inh	RGS4 inh	mol
-4%	u	u	x	12%	50µM*	3%	-4	-31%	C#CCOCCOCCOCCNc1nc(N2CCN(C(=O)[C@H](CCC(=O)O)n3cc(C(N)CC(C)C)nn3)CC2)nc(N2CCN(C(=O)[C@H](Cc3cc4ccccc4[nH]3)n3cc(C(N)CC(C)C)nn3)CC2)n1 (stereo partly drawn)
-6%	22%[0.501 µM]	-31%	-10%	16%	u	2%	-3	-51%	O=c1c2c([nH]n1-c1ccccc1)CCSC2
-3%	5%[59 µM]	8%	0%	22%	8%	0%	9	-32%	OC(c1cccc(OCc2ccccc2)c1)c1nnc(-c2ccccc2)o1 (stereo not drawn)
-2%	-22%	-11%	0%	49%[activator]	1%	-2%	-2	11%	Cc1cc(Nc2ccc(C(=O)O)cc2)nc(N)n1
x	-7%	79µM*	-19%	16%	50µM*	9%	3	-1%	O=C(COC(=O)c1ccc(Cl)nc1)Nc1nnc(-c2ccccc2)o1
2%	7.9µM*	22µM*	u	13%	u	12%	-5	-8%	CC(C)(C)c1cn(-c2ccccc2)c(=S)[nH]1
1%	x	-3%	u	25%	5%	-11%	-9	-35%	Cc1cc(C)n2nc3nc4c(cc3c2n1)CCCC4
-14%	u	-17%	-16%	5%	u	14%	-2	-19%	Cc1ccc(S(=O)(=O)c2nc(-c3ccccc3F)oc2NCc2ccccc2)cc1
-11%	28%[0.501 µM]	7%	-19%	18%	2%	0%	-1	8%	CCCOc1ccc(/C=C/C(=O)Nc2ccc([N+](=O)[O-])cc2C)cc1OC
3%	-15%	-14%	-1%	29%	3%	12%	-4	2%	O=C(O)c1cc(S(=O)(=O)N(Cc2ccccc2)c2ccccc2)ccc1Cl
7%&0%	u	u	u	43%&-11%[activator]	2%&-26%	0%&11%	1&-8	-21%&-22%	COc1ccc(N2CCN(C(=O)c3ccc4c(Cl)c5c(nc4c3)CCCC5)CC2)cc1
-8%	49%[59 µM]	-6%[57.1 µM]	27%	69%[activator]	23%	-1%	-11	24%[11.4 µM]	CCc1ccc(C(=O)c2cncc(Br)c2)cc1
3%	83%[activator]	27%	13%	77%[activator]	3%	2%	-2	-36%	O=C1c2ccccc2C(=O)N1CCOc1ccc(F)cc1
7%	25%	-12%	4%	24%	1%	0%	-5	1%	Cc1cccc(NC(=O)CN(C)S(=O)(=O)c2cccc3cccnc23)c1C
-2%	6%[59 µM]	-8%	-3%	25%	-9%	-3%	-5	-14%	CCC(=O)N(Cc1cc2cc(OC)ccc2[nH]c1=O)c1cc(C)ccc1C
-2%	-1%[59 µM]	-16%	0%	16%	-13%	-5%	-3	-4%	CC(C)(C)c1ccc(-c2nc3n(c(=O)c2C#N)CCS3)cc1
0%	11%	-17%	-8%	25%	-11%	-3%	3	13%	COC(=O)C1=C(C)N(c2ccc(C)cc2)/C(=C/c2ccc(O)cc2)C1=O
16%	3%[59 µM]	-33%	-2%&-4%	-6%	-29%	22%	-4	u	COC(=O)c1c(NC(=O)CN2CCCc3ccccc32)sc(C)c1C
1%	x	-27%	154%[activator]	1%	x	4%	3	-9%	CC(=O)NC12CC3CC(C1)CC(C(=O)OCC(=O)c1cc(C)n(C)c1C)(C3)C2
-1%	10%	-8%	8%	17%	-24%	3%	0	-32%	COc1c(C(=O)NNC(=O)c2ccccc2)csc1Br
-1%[15.4 µM]	x	-14%	23%	32%	x	33%[activator]	0	-9%	O=C(c1cnn(C(=O)c2ccco2)c1)c1cc(Cl)cc(Cl)c1O
10%	u	-10%	-80%	25%	1%	-2%	-3	u	CCCCc1cc(=O)oc2cc(OC3CCCCC3=O)ccc12 (stereo not drawn)
u	79µM*	-17%	-4%	20%	-3%	1%	2	11%	Cc1occc1C(=O)NCCc1ccc(Cl)cc1
-3%	-4%	-2%	-15%	56%[activator]	-15%	2%	-3	1%[11.4 µM]	COc1ccc(N2CC(C(=O)N[C@H](C(=O)NC3CCCCC3)C(C)C)CC2=O)cc1 (stereo partly drawn)
0%	37%	0%	27%	8%	u	-6%	-5	-23%	CN(CC(=O)Nc1ccccc1Br)C(=O)CCC1CCCC1
0%	48%[activator][59 µM]	5%	22%&0%	32%	7%	6%	-2	10%	COc1ccc(-c2c(C)c3ccc(O)cc3oc2=O)cc1
-21%	3%	-20%	7%[57.4 µM]	28%	-24%	11%	1	4%	Cc1ccc(C)c(NS(=O)(=O)c2cc(C(=O)N3CCc4ccccc4C3)ccc2Cl)c1
9%	-4%[59 µM]	5%	36%[activator]	34%	-4%	9%	-7	-23%	O=C(OCC(=O)N1CCc2ccccc2C1)c1ccc(OC(F)F)cc1
-2%	2%[0.501 µM]	-6%	2%	35%[activator]	-4%	2%	5	0%	Cc1cnc(C(=O)OC(C)C(=O)NCc2ccccc2)cn1 (stereo not drawn)
3%	x	-5%	-7%	39%[activator]	x	-4%	-1	-1%	Cc1csc(SCC(=O)Nc2ccc(F)cc2Cl)n1
-15%	36%[59 µM]	-7%	0%	53%[activator]	-31%	-10%	1	-6%	CCOc1cc2[nH]c(=S)n(C3CCN(Cc4ccccc4)CC3)c(=O)c2cc1OCC
-3%	-11%[59 µM]	-14%	446%&-17%[activator]	27%	11%	4%	16	11%	COC(=O)CSc1nc2c(c(=O)[nH]c(=O)n2C)n1CCC(C)C
-5%	18%[59 µM]	-15%	-11%	17%	-9%	1%	8	2%	COCC(=O)N1CCC(Oc2ccc(C(=O)N(C)CCCC3CCCC3)cc2)CC1
10%	u	-14%	3%	-10%	9%	-2%	2	9%	CC1CCN(C(=O)COC(=O)c2cc(S(=O)(=O)N3CCOCC3)ccc2Cl)CC1
0%	x	-22%	2%	11%	-15%	0%	-2	21%	COc1ccc(NC(=O)NC(C)c2ccc3c(c2)OCO3)cc1OC (stereo not drawn)
2%	9%[59 µM]	-15%	-25%	12%	-2%	-1%	1	-3%	COc1cccc(C(=O)N(Cc2sccc2C)C2CCS(=O)(=O)C2)c1 (stereo not drawn)
8%	-2%[59 µM]	-12%	0%	21%	2%	0%	-8	-37%	COC(=O)C1CCCN1C(=O)c1cccs1 (stereo not drawn)
-4%	1%[12.7 µM]	-3%	8%	11%	0%	9%	-2	4%	CC(C)c1nnc(NC(=O)c2ccc3ccccc3c2)s1
7%	0%	-17%	-19%	18%	9%	-1%	6	16%	CC(C)(C)OC(=O)NCCc1nnc(SCC(N)=O)o1
-6%	16%[59 µM]	-4%	-9%	19%	1%	-13%	0	4%	CCOc1ccc(-c2cn3c(n2)sc2cc(C(=O)N4CCCC(C)C4)ccc23)cc1 (stereo not drawn)
11%	24%[59 µM]	-4%	-4%	23%	-5%	5%	1	5%	CC(=O)c1ccccc1NC(=O)COC(=O)c1cc2ccccc2[nH]1
5%	-4%[2.33 µM]	-27%	-1%	27%	-1%	-2%	2	-19%	O=C(Nc1ccccc1N1CCN(C(=O)c2ccc(Cl)cc2)CC1)c1cccnc1
0%	32µM*	u	u	u	45µM*	-4%	-18	u	C=C1N(C)c2cc([N+](=O)[O-])c(N)cc2C1(C)C
4%	u	u	12%	14%	-12%[57.1 µM]	-3%	-7	-58%[56.9 µM]	O=C(CC1C(=O)NCCN1Cc1cccc(F)c1)NCCCOc1cccnc1 (stereo not drawn)
-15%	2%[59 µM]	-3%	11%	24%	1%	-1%	2	25%	CCCCCCNC(=O)Cc1nc2nc(C)cc(C)n2n1
1%	104%[activator]	85%[activator]	0%	106%[activator]	58%[activator]	0%	-25	-3%	CC(C)(C)C(=O)OCc1nc(-c2ccc3c(c2)OCCO3)cs1
0%	u	u	-23%	32%	-27%	-2%	2	4%	CCOC(=O)c1cc(-c2ccccc2)n(-c2cccc(C(=O)Nc3cc(OC)cc(OC)c3)c2)c1C
2%	35µM*	-11%	-13%	45%[activator]	10%	0%	-4	16%[11.4 µM]	COc1cc(OC)cc(C(=O)NCC(=O)OCC(=O)c2ccc3c(c2)-c2ccccc2C3)c1
-5%	27%	-6%	-7%	20%	1%	14%	2	-6%	CCCN(CC(=O)Nc1ccccc1C)C(=O)c1ccc(C2SCCS2)cc1
4%	-7%[12.7 µM]	9%	-12%	36%	-3%	-4%	-3	-25%	CCOC(=O)C1=C(C)N(Cc2ccccc2)C(=O)NC1c1ccc(OC)cc1 (stereo not drawn)
-5%	-48%	-12%	u	50%[activator]	u	10µM*	-1	8%	O=c1c2nccnc2[nH]c(=S)n1Cc1ccccc1Cl
1%	0%	-5%	16%	21%	-2%	3%	-5	-8%	O=C(CCC(=O)Nc1ccc(Cl)cc1Cl)NNC(=O)[C@@H]1CCCC[C@@H]1C(=O)O

An excerpt; count on the stated rates, not on these rows.
